Efflux pump mplx: inhibitors of Candida efflux pumps in yeast, primary screen, S. cerevisiae, Nile Red, multiplex | S. cerevisiae Candida pump triplex | inhibition, % at 10 µM | hit rate 0.44% among 330,000;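 active means plate passing quality check with inhibition over a set limit, or well fluorescence over plate mean plus 4 SD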;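 further: Nile Red retained in pooled yeast measured as flow cytometry median fluorescence; 0% = buffer negative control and 100% = Enniatin B positive control; higher means more Nile Red kept so more efflux inhibition; some compounds called inactive have numbers as strong as hits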
proCasp7 act: procaspase-7 activators, primary screen, counter-screen for procaspase-3 activator project, biochemical, absorbance, HTS, human; Caspase-7 (Homo sapiens), P55210; recombinant procaspase-7, Ac-DEVD-pNA absorbance 405 nm; D23A/D198A/D206A triple mutant, cannot self-cleave; scale: DMSO 0, 5 µM enzyme 100; activation, % at 8.5 µM; hit rate 0.093% among 330,000;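 active means percent activation above the screen-wide mean plus 3 SD, cut at about 25% in these data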
Target sequence (P55210 whole entry D23A/D198A/D206A): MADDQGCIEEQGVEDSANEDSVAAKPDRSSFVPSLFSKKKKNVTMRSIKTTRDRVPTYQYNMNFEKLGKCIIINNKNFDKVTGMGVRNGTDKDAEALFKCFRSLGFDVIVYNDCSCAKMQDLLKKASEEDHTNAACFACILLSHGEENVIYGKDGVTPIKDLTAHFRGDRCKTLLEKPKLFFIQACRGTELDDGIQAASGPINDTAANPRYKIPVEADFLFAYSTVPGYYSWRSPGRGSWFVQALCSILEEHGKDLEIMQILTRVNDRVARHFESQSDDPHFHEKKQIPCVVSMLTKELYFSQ
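signal = Epi-absorbance of released pNA at 405 nm, two timepoints | assay system = Uncleavable procaspase-7 mutant enzyme | reagent = Ac-DEVD-pNA substrate, 400 µM as added | times = 1 h enzyme–compound preincubation and 2 h substrate reaction, both 25 °C | benchmarks = low DMSO alone, high DMSO plus 5 µM PC-7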
proCasp3 act: activators of human procaspase-3 D3A mutant, primary screen, biochemical, absorbance, PC-3 D3A mutant, single concentration; recombinant procaspase-3 D3A, Ac-DEVD-pNA absorbance 405 nm; activation, % at 8.5 µM; hit rate 0.11% among 330,000;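 active means activation above the mean of all tested compounds plus 3 SD, cut at about 21% in these data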;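 further: 0% = DMSO alone and 100% = DMSO wells spiked with extra 5 µM PC-3 D3A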
Target sequence (P42574 whole entry D9A/D28A/D175A): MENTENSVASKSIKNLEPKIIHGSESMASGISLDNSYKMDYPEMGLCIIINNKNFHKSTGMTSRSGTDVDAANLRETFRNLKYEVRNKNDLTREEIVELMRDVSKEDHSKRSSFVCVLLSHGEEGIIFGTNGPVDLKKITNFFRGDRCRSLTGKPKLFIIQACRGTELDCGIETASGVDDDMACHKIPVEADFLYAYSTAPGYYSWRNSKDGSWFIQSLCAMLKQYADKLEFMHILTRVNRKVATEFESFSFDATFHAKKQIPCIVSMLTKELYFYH
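Technique: 405 nm absorbance of p-nitroaniline, reads at 0 and 120 min; Test system: Procaspase-3 D3A mutant; Incubation: 1 h enzyme-compound preincubation, then 2 h substrate reaction, 25 °C; Repeats: singlicate, each compound tested once; Benchmarks: low control DMSO wells, high control DMSO plus 5 µM PC-3 D3A.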
Active calls of the source: *.

SMILES	Efflux pump mplx	proCasp7 act	proCasp3 act
CCN1C(=O)[C@H]2[C@@H](c3ccc(-c4ccc(C(C)=O)cc4)cc3)N[C@@](C)(C(=O)OC)[C@H]2C1=O	-0.1	-7	4
O=C1CCN(Cc2ccccc2)C=C1c1ccc(Cl)cc1	-0.1	9	0
CC1=CN(S(=O)(=O)c2ccc(C)cc2)C[C@@H]2c3ccccc3N(S(=O)(=O)c3ccc(C)cc3)[C@H]12	-0.1	-4	3
CCCCNS(=O)(=O)CCNCCc1ccccc1	0.0	6	-3
N#Cc1ccc(OCC(=O)Nc2ccc(S(=O)(=O)N3CCOCC3)cc2)cc1	0.1	5	-2
Cc1ccc(NC(=O)c2ncn(CC(=O)NCc3ccc4c(c3)OCO4)n2)cc1C	0.4	-4	7
COC(=O)[C@]1(Cc2ccccc2)N[C@H](CN(C)C(=O)c2ccccc2)[C@@H]2C(=O)N(C)C(=O)[C@@H]21	0.1	4	13
COc1ccc(S(=O)(=O)Nc2ccc3c(c2)C(=O)N([C@H](C)CO)C[C@H](C)[C@@H](CN(C)C(=O)Nc2c(C)noc2C)O3)cc1	0.1	1	8
CS(=O)(=O)c1ccc(-c2sc3ccccc3c2C(=O)NCCCN2CCOCC2)cc1	-0.2	5	10
C[C@H](CO)N1C[C@H](C)[C@@H](CN(C)S(=O)(=O)c2ccc(F)cc2)Oc2ccc(NC(=O)c3ccncc3)cc2C1=O	-0.2	-3	13
CC[C@]12c3[nH]c4cc(-c5ccco5)ccc4c3CCN1C(=O)[C@@H](CC(=O)NCCc1ccccn1)C[C@@H]2C(=O)N1CCN(C(=O)c2ccco2)CC1	0.3	4	0
CC(C)[C@@H](CO)N(C)S(=O)(=O)c1ccccc1Br	-0.3	-2	2
CCN(CC)C(=O)[C@H]1CC(CC(=O)NCCCN(C)C)C(=O)N2CCc3c([nH]c4ccc(OC)cc34)[C@]12C (some centres undefined)	-0.2	3	-4
O=C(C[C@H]1C[C@H](C(=O)N2CCCCC2)[C@@]2(CCc3ccccc3)c3[nH]c4ccc(Cl)cc4c3CCN2C1=O)NCCCn1ccnc1	-0.1	11	2
Cn1nnnc1Sc1ncnc2scc(-c3ccc(-c4ccccc4)cc3)c12	-0.3	-8	-1
COc1ccc(C2/C=C\CC(NS(=O)(=O)c3ccc(C)cc3)CC(=O)N2Cc2ccccc2F)cc1 (centres undefined)	0.3	16	-9
CCOC(=O)C1(C)Oc2ccccc2C(c2ccc(OC)cc2)=C1C(=O)OC (centres undefined)	0.1	6	-1
CC(C)NC(=O)N(C)C[C@@H]1Oc2c(NS(=O)(=O)c3ccccc3)cccc2C(=O)N([C@@H](C)CO)C[C@@H]1C	-0.1	10	6
CC(=O)C[C@H](O)CC(=O)[C@H]1OC(=O)CCCCCCCCc2ccccc21	-0.1	5	7
Cc1ccc(NC(=O)c2ncn(CC(=O)NCc3ccccc3)n2)cc1C	-0.2	1	4

6 compounds already listed, sorted by SMILES length, low to high.
SMILES	Efflux pump mplx	proCasp7 act	proCasp3 act
Cn1nnnc1Sc1ncnc2scc(-c3ccc(-c4ccccc4)cc3)c12	-0.3	-8	-1
N#Cc1ccc(OCC(=O)Nc2ccc(S(=O)(=O)N3CCOCC3)cc2)cc1	0.1	5	-2
Cc1ccc(NC(=O)c2ncn(CC(=O)NCc3ccc4c(c3)OCO4)n2)cc1C	0.4	-4	7
CS(=O)(=O)c1ccc(-c2sc3ccccc3c2C(=O)NCCCN2CCOCC2)cc1	-0.2	5	10
COc1ccc(C2/C=C\CC(NS(=O)(=O)c3ccc(C)cc3)CC(=O)N2Cc2ccccc2F)cc1 (centres undefined)	0.3	16	-9
CCN1C(=O)[C@H]2[C@@H](c3ccc(-c4ccc(C(C)=O)cc4)cc3)N[C@@](C)(C(=O)OC)[C@H]2C1=O	-0.1	-7	4

Remaining list, next part.
SMILES	Efflux pump mplx	proCasp7 act	proCasp3 act
C[C@H](CO)N1C[C@H](C)[C@@H](CN(C)CC2CCCCC2)Oc2ccc(NC(=O)Cn3cnnn3)cc2C1=O	-0.4	-6	1
C[C@@H]1CN([C@@H](C)CO)C(=O)c2cccc(NC(=O)Nc3ccccc3)c2O[C@H]1CN(C)C(=O)Nc1cccc2ccccc12	0.1	-6	-1
COc1cc(C2CC(=O)Oc3ccc(C(C)(C)C)cc32)cc(OC)c1OC (centres undefined)	0.2	2	0
CC(C)CC[C@@H](O)[C@](C)(O)C1CC[C@@]2(O)C3=CC(=O)[C@@H]4C[C@@H](O)[C@@H](O)C[C@]4(C)C3CC[C@]12C (some centres undefined)	-0.3	8	5
O=S(=O)(c1ccc2c(c1)OCCO2)C1CCC(S(=O)(=O)c2c(F)cccc2F)CC1 (centres undefined)	-0.2	-9	-5
COc1ccc(S(=O)(=O)N(C)C[C@H]2Oc3c(NC(=O)c4ccncc4)cccc3C(=O)N([C@H](C)CO)C[C@@H]2C)cc1	-0.2	18	-5
Cc1cccc(C2=NN(c3ccccc3)[C@@H](C(=O)N3CCOC3=O)[C@@H]2c2ccc(F)cc2)c1	0.1	-6	-1
COc1ccc(CN2c3c(Br)cccc3C(=O)CS2(=O)=O)cc1	0.3	-6	11
Cc1cc(CNC(=O)c2cccc3c2C(=O)c2ccc(-c4ccc(F)cc4OCc4ccccc4)cc2S3(=O)=O)c(C(F)(F)F)o1	0.4	-1	-3
CN[C@H](C(=O)NC[C@H]1O[C@@H](n2cnc3c(N)ncnc32)[C@H](O)[C@@H]1O)[C@@H](C)OCc1ccccc1	0.1	2	1
CCC(CO)Oc1cc(NCc2ccc(Cl)cc2)c2ncn(C(C)C)c2c1 (centres undefined)	-0.2	12	5
CC(C)=CCC[C@](C)(O[C@@H]1O[C@H](CO[C@@H]2OC[C@@H](O)[C@H](O)[C@H]2O)[C@@H](O)[C@H](O)[C@H]1O)C1CC[C@]2(C)C1[C@H](O)CC1[C@@]3(C)CC[C@H](O[C@@H]4O[C@H](CO)[C@@H](O)[C@H](O)[C@H]4O)C(C)(C)C3CC[C@]12C (some centres undefined)	-0.4	7	-2
O=C1C=CN2CCCC2CC1 (centres undefined)	-0.2	4	4
COc1ccc(-c2ccc(-c3cc(=O)oc4cc(OC)c(OC)c(OC)c34)cc2)cc1	-0.2	1	-4
CCN1C[C@@H]2[C@@H]3C(=O)N(C)C(=O)[C@@H]3[C@](Cc3ccccc3)(C(=O)OC)N2C1=NC1CCCCC1	0.1	-5	-1
COc1ccc(C(=O)OCC(=O)N2CCc3ccccc32)cc1S(=O)(=O)N1CCOCC1	0.4	2	4
Cc1ccc(CN2C(=O)C[C@@H](NC(=O)OCC3c4ccccc4-c4ccccc43)C/C=C\C2c2ccc(C)cc2)cc1 (some centres undefined)	-0.1	-1	-1
Cc1ccc(C)c(N2CCN(C(=O)CCc3nc(-c4ccccc4F)no3)CC2)c1	0.2	4	0
CC[C@]12c3[nH]c4ccc(OC)cc4c3CCN1C(=O)C(CC(=O)NC(C)(C)C)C[C@@H]2C(=O)N1CCN(C(=O)c2ccco2)CC1 (some centres undefined)	0.0	-5	-2
C[C@H](CO)N1C[C@H](C)[C@@H](CN(C)S(=O)(=O)c2cccs2)Oc2ccc(NC(=O)Cn3cnnn3)cc2C1=O	-0.1	13	5
CC(C)=CCC/C(C)=C/CNC(=O)C[C@H]1C[C@H](C(=O)N2CCOCC2)[C@@]2(C)c3[nH]c4cc(CCC(=O)N(C)C)ccc4c3CCN2C1=O	0.6	8	-6
COc1cccc(-c2csc3ncnc(Sc4nnnn4C)c23)c1	-0.5	-6	-2
CC(C)(C)OC(=O)C[C@H]1C/C=C\C[C@H](CC(=O)N[C@H](CO)Cc2ccccc2)C(=O)N[C@@H](Cc2ccccc2)COC1=O	0.1	4	-5
Cc1ccc(C(=O)NC(Cc2ccc(C(C)(C)C)cc2)C(=O)O)cc1 (centres undefined)	0.2	5	1
CC(=O)Nc1ccc(-c2csc(NC(=O)CCNC(=O)c3ccco3)n2)cc1	0.5	7	-5
COCc1cc(=O)c2ccccc2o1	-0.2	-3	-1
CCOC(=O)C1=NS(=O)(=O)NC(C)=C1	0.2	6	-1
O=C1CCN(Cc2ccccc2)C=C1c1ccc2ccccc2c1	0.1	-14	3
CC[C@]12c3[nH]c4ccc(Cl)cc4c3CCN1C(=O)[C@@H](CC(=O)NCCc1ccccn1)C[C@@H]2C(=O)N1CCN(C(=O)C2CC2)CC1	-0.5	-49	4
COCCS(=O)(=O)N(Cc1ccccc1)[C@H](C(=O)OC)C(C)C	-0.3	7	1
C=CC[C@@H](CC(=O)N(CCO)Cc1ccccc1)C(=O)N[C@H](COC(=O)[C@@H](CC=C)CC(=O)OC(C)(C)C)C(C)(C)C	0.3	7	5
CC(=O)C[C@@H](O)CC(=O)[C@@H]1OC(=O)CCCCC/C=C/Cc2ccccc21	0.4	-3	4
CCN1C(=O)[C@H]2[C@H]3CN=C(SCc4ccc(C(=O)OC)cc4)N3[C@@](C)(C(=O)OC)[C@H]2C1=O	-0.3	8	-2
COc1ccc2[nH]c3c(c2c1)CCN1C(=O)C(CC(=O)NCC24CC5CC(CC(C5)C2)C4)C[C@H](C(=O)N(C(C)C)C(C)C)[C@@]31C (some centres undefined)	0.5	2	1
COc1cc(CN(C2CC2)S(=O)(=O)c2ccccc2Br)cc(OC)c1	0.3	-6	-9
c1cncc(CNc2ncnc3ccc(-c4ccc5c(c4)OCO5)cc23)c1	-0.5	7	7
CCOC(=O)C1=CN(Cc2cccc(F)c2)S(=O)(=O)N(C)C1c1ccc2ccccc2c1 (centres undefined)	-0.3	-3	7
COc1ccc2[nH]c3c(c2c1)CCN1C(=O)C(CC(=O)NC/C=C(\C)CCC=C(C)C)C[C@H](C(=O)N2CCOCC2)[C@@]31CCC1CCCC1 (some centres undefined)	0.6	-1	-1
O=C(NOCc1ccccc1)c1cccc([N+](=O)[O-])c1	-0.2	2	-11
Cc1ccc([C@H]2C(C(=O)O)=CC[C@@H](c3ccc4c(c3)OCO4)N2S(=O)(=O)c2ccc(C)cc2)cc1	0.0	-5	2
O=c1c2ccccc2oc2c1ccc1ccccc12	-0.1	1	0
C[C@@H]1CN([C@@H](C)CO)C(=O)c2cccc(NS(C)(=O)=O)c2O[C@H]1CN(C)CC1CCCCC1	-0.1	12	-2
CCCCNc1c(-c2ccc(-c3ccc(C(C)=O)cc3)c(OC)c2)nc2cc(C)ccn12	0.1	-11	-7
COC(=O)CCCN1C(=O)NC(c2ccc(-c3ccccc3)cc2)C(C(=O)OCc2ccccc2)=C1C (centres undefined)	0.1	2	-3
COc1cc(O)c2c(=O)c3c(O)ccc(O)c3oc2c1	-0.1	-31	-19
COCCCNC(=O)CC1C[C@H](C(=O)N2CCCCC2)[C@@]2(C)c3[nH]c4ccc(OC)cc4c3CCN2C1=O (some centres undefined)	0.2	5	-2
COC(=O)[C@]1(C)N[C@H](CN(C)S(=O)(=O)c2ccc(OC(F)(F)F)cc2)[C@@H]2C(=O)N(C)C(=O)[C@@H]21	0.1	3	0
Cc1ccc(C)c(N2CCN(C(=O)CCc3nc(-c4ccccc4Cl)no3)CC2)c1	0.0	12	-5
CC[C@]12c3[nH]c4cc(CCC(=O)N(C)C)ccc4c3CCN1C(=O)[C@@H](CC(=O)NCc1ccco1)C[C@@H]2C(=O)N1CCN(C(=O)C2CC2)CC1	-0.2	5	5
NS(=O)(=O)c1ccc(N2N=C(c3ccccc3)CC2c2ccccc2Cl)cc1 (centres undefined)	0.7	80*	47*
CCN(C(=O)COC(=O)c1ccccc1OCc1ccc(Cl)cc1)C1CCS(=O)(=O)C1 (centres undefined)	0.3	10	-7
COc1ccc(C(=O)NCC(=O)OCC(=O)c2c(C)[nH]c3ccccc23)cc1OC	-0.7	-9	-1
O=C1c2ccccc2NC(c2ccc(-c3ccc(C(F)(F)F)cc3)o2)N1O (centres undefined)	-0.4	0	-1
COc1cc(O)c(C(=O)O)c(CCc2ccccc2)c1	-0.3	7	-2
Cc1cccc(C2=NN(c3ccccc3)[C@H](CO)[C@H]2c2ccc(Cl)cc2)c1	0.0	9	19
CCN(C[C@H]1N[C@@](Cc2ccccc2)(C(=O)OC)[C@H]2C(=O)N(C)C(=O)[C@@H]12)C(=O)C1CCCCC1	0.8	8	2
CCN(C[C@H]1N[C@@](C)(C(=O)OC)[C@H]2C(=O)N(C)C(=O)[C@@H]12)S(=O)(=O)c1ccc(OC)cc1	-0.2	1	-3
COc1cc(CN(CC(C)C)S(=O)(=O)c2ccccc2Br)cc(OC)c1	0.4	-2	7
COc1cccc(-c2c(-c3cc(OC)cc(OC)c3)n(C)c3ccc(-c4ccc5cc[nH]c5c4)cc23)c1	0.3	6	-3
CSc1ncccc1C(=O)OCC(=O)Nc1cccc(S(=O)(=O)N2CCOCC2)c1	-0.1	10	8
CN(C)C1CCN(Cc2cc(COCc3ccccc3)c3cccnc3c2O)C1 (centres undefined)	-0.3	-9	3

Some of the compounds tested (hit frequency here may not be typical).
